Source: PubChem BioAssay (several laboratories)
ABCB6 inh 2 – ABCB6 transporter inhibitors, primary screen, K562-ABCB6 cells, flow cytometry, MLPCN library | ATP-binding cassette sub-family B member 6 (Homo sapiens), Q9NP58 | 360,000 compounds, 0.19% hits | AID 602162, 2011 | K562-ABCB6 porphyrin accumulation, 1 h; stronger effect = lower value | fluorescence ratio to DMSO, % at 10 µM;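 active = fluorescence ratio to DMSO below 75%, the collection mean minus 3 SD; inconclusive = too few cells collected in the well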;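 also: signal is porphyrin accumulated inside mitochondria; 100% equals median channel fluorescence of DMSO control wells; lower ratio means ABCB6 inhibition with less porphyrin fluorescence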
H9c2 protect – cardioprotection against H2O2-induced cell death, primary screen, uHTS, H9c2 cells, ATPLite luminescence; H9c2 cardiomyocytes, H2O2 injury protection, 2 h; protection from H2O2 cell death, % at 20 µM; 360,000 compounds, 0.63% hits;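 active = compounds giving at least 50% protection of heart cells from peroxide-induced death in the single-dose screen, raw or plate-pattern-corrected value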;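 also: 0% = DMSO wells with peroxide and 100% = DMSO wells without peroxide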
Vif inh – HIV Vif self-association inhibitors, primary screen, imaging, HEK293T, single point; HEK293T cells, Vif self-association by quenched fluorescence, 24 h; inhibition, % at 7.49 µM; 340,000 compounds, 0.35% hits; AID 602346, 2012; in the data active = inhibition above about 50%, passing the limit was not always enough; inconclusive = no clear call, values can overlap the other calls; inactive = below about 31%; also: some results filed as inactive read as strong as hits
iPSC survival up – enhancers of single-cell hiPSC survival, primary screen, ATPlite luminescence | 100% = ROCK inhibitor wells, 0% = DMSO | survival enhancement, % at 20 µM | 360,000 compounds, 0.044% hits | AID 602274, 2012; in the data active = survival enhancement above about 18%;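 also: cells exposed to compounds for 16 hours before the ATP read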
Glyco luc inh – increase of ERlucT glycosylation luciferase signal, primary screen, N-linked glycosylation inhibitor project, D54 ERlucT cells, luminescence, set 2; D54 ERlucT glycosylation luciferase reporter, 24 h; percent of 100 nM tunicamycin response; reporter increase, % at 12.5 µM; 360,000 compounds, 0.23% hits;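 active = mean luciferase reporter signal, scaled so untreated is 0 and the glycosylation-blocking control 100, at or above a set limit in every replicate; inconclusive = mean reaches the limit but not every replicate does; inactive = mean below the limit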;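 also: luciferase carries N-glycosylation sites so blocking glycosylation raises the light; 0% = median of neutral control wells and 100% = median of 100 nM tunicamycin wells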
aDG glyco act – activators of alpha-DG glycosylation, primary screen, uHTS, Pro5-aDG cells, AlphaScreen | alpha-DG glycosylation AlphaScreen (IIH6); 0% Pro5, 100% B10-LARGE cell signal | activation, % at 10 µM | 360,000 compounds, 0.22% hits;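 active = activation of at least 8% versus controls, or a plate z-score of at least 8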;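 also: Pro5 are CHO cells carrying HIG-tagged alpha-DG that lacks glycosylation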
CaV13 FRET inh – Disruptors of the CACNA1D IQ motif to Ca2+-dependent inactivation inhibitor domain association, primary screening, Förster resonance energy transfer in intact living … | HEK cells, CFP/YFP FRET ICDI-IQ, plate reader, 10 min; percent FRET-ratio fall versus neutral wells | inhibition, % at 12.3 µM | 340,000 compounds, 0.098% hits | AID 743397;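 active = mean replicate inhibition of at least 30% and at least 1% of replicates passing that level; inconclusive = only one of the two criteria is met; inactive = neither criterion is met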;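 also: 0% = median of the neutral control wells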
PDI turbidity – inhibitors of human PDI, primary screen, biochemical, turbidity, single point, plate reader; PDI insulin aggregation turbidity, A650, 90 min; 350,000 compounds, 0.052% hits; inhibition, % at 10 µM;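 active = mean inhibition across replicates of 30% or more, whatever share of single replicates reach that level; inconclusive = mean inhibition below 30% while every single replicate reaches 30%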;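 also: absorbance from insulin aggregation driven by PDI reduction with DTT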
Target sequence (P07237 whole entry, looked up): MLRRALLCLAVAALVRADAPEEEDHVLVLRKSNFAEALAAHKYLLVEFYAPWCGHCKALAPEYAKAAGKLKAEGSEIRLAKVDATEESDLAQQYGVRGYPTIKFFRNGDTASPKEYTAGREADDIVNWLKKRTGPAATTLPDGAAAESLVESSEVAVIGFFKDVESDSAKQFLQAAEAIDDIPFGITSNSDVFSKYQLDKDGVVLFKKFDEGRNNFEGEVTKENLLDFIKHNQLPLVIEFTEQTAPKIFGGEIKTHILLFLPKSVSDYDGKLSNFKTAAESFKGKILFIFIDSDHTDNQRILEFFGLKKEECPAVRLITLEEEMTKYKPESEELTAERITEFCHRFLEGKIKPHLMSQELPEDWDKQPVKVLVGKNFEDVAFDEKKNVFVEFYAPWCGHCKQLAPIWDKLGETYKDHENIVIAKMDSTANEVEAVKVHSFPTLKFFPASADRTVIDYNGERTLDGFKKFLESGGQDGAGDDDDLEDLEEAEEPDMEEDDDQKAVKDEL
Exocytosis inh – LAMP-1 surface exposure blockers, TALL-104 cells – cell-based, flow cytometry, MLPCN library, primary screen; TALL-104 LAMP-1 surface exposure; cells stimulated with thapsigargin and PMA; inhibition, % at 10 µM; 360,000 compounds, 0.66% hits; AID 651702, 2012;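 active = inhibition above about 55%, limit read from the data; inconclusive = no clear call, values can overlap the other calls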
m5-HT2A agonist – mouse Htr2a agonists via beta-arrestin recruitment, primary screen, cell-based, luminescence | activation, % at 7.6 µM | 5-hydroxytryptamine receptor 2A (Mus musculus), P35363 | 360,000 compounds, 0.66% hits | CHO-K1 mHTR2A beta-arrestin complementation; percent of 30 µM serotonin response;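 active = activation above a run cutoff, the mean activation of all tested compounds plus 3 SD, cut at about 14% in these data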;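 also: 0% = plate median of compound wells and 100% = 30 µM serotonin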
Target sequence (P35363 whole entry, looked up): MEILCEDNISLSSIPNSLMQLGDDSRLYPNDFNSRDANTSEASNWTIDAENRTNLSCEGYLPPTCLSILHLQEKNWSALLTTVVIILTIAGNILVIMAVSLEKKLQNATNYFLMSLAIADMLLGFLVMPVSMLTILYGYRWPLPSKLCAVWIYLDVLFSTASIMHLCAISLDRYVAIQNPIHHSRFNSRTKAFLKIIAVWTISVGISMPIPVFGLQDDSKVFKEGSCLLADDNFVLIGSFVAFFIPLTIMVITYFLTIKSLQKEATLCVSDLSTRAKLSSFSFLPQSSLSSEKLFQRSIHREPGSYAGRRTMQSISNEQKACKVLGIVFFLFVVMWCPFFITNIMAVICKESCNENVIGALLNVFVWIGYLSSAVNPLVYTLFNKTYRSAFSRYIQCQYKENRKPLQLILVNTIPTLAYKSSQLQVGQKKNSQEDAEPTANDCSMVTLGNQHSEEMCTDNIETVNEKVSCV
* = called active by the depositor; ? = inconclusive; . = no result given.

SMILES | ABCB6 inh 2 | H9c2 protect | Vif inh | iPSC survival up | Glyco luc inh | aDG glyco act | CaV13 FRET inh | PDI turbidity | Exocytosis inh | m5-HT2A agonist
O=C1NC(c2ccccc2)=N/C1=C/c1ccco1 | 96.0 | -1.4 | 2.4 | 0.9 | 0.7 | 0.4 | -0.6 | 4.3 | 0.1 | -2.6
Cc1cnc(C(=O)Nc2ccccc2-c2nnn(CC(=O)NC3CCCC3)n2)cn1 | 93.0 | -5.9 | -0.6 | 2.3 | 1.6 | 1.2 | . | -0.4 | -0.9 | 1.3
CC(=N\NC(=O)c1ccc([N+](=O)[O-])cc1)/C(=N/O)C(=O)Nc1ccccc1 | 98.0 | 18.1 | 2.0 | -0.1 | 6.1 | -0.6 | -6.1 | 0.5 | -1.1 | -3.8
Cc1ccn2c(NC3CCCCC3)c(C(C)C)nc2c1 | 87.0 | -3.0 | 0.5 | -3.8 | -0.2 | 0.2 | -5.2 | -10.8 | -4.3 | -1.9
COCC(C)NC(=O)COc1ccc(Cl)cc1Cl (centres undefined) | 93.0 | -1.6 | -3.6 | -1.4 | -1.1 | 0.0 | -4.9 | 24.4 | -0.8 | -1.5
CCCCOc1ccccc1NC(=O)CSc1nnnn1C(C)(C)C | 98.0 | -0.3 | -0.2 | 3.0 | -2.6 | 0.2 | -6.2 | -10.1 | -2.7 | -0.9
C#CCNC(=O)C1=C[C@@H](c2csc3ccccc23)[C@H](CCCO)[C@@H](OCC)O1 | 104.0 | 1.2 | 7.5 | -2.0 | 1.4 | 0.0 | -11.8 | -1.8 | 0.4 | 5.7
CCOC(=O)C1=C(C)c2ccccc2OC1(CC)C(=O)OCC (centres undefined) | 99.0 | -0.1 | -2.8 | 0.1 | 0.2 | 0.3 | -6.0 | 2.5 | -0.7 | -3.0
COCCCNC(=O)c1cc(C)nc2ccc(F)cc12 | 97.0 | 1.4 | . | -0.2 | -0.6 | -0.3 | . | -3.2 | -1.2 | 0.6
COc1ccc(OC)c(S(=O)(=O)NCCCn2ccnc2)c1 | 97.0 | -2.3 | -4.4 | -0.6 | 0.8 | -0.1 | -19.6 | -10.0 | 1.7 | 7.7
Cc1cccc(NC(=O)c2nc(-c3ccccc3)n(-c3ccccc3)n2)c1C | 104.0 | 1.8 | . | 0.0 | -3.3 | 0.0 | -5.2 | -1.7 | 48.9 | -1.2
CC(OC(=O)c1nc(-c2ccccc2)n(-c2ccccc2)n1)C(=O)Nc1cc(Cl)cc(Cl)c1 (centres undefined) | 85.0 | -6.6 | -8.7 | 0.2 | -1.5 | -0.2 | -3.4 | -2.8 | -1.5 | -3.5
CCc1csc(CNC(=O)C2CCC(=O)N(Cc3cccc(OC)c3)C2)n1 (centres undefined) | 94.0 | 0.1 | 3.5 | -3.0 | 1.9 | -0.2 | -5.1 | -3.6 | -4.0 | -0.9
O=C(CCn1c(=O)sc2ccccc21)Nc1cccnc1 | 88.0 | -2.0 | . | 3.2 | 0.8 | -0.1 | -10.7 | -3.0 | 3.2 | 4.4
Cc1ccc(S(=O)(=O)NCC(=O)NNC(=O)c2ccc(Br)cc2)cc1C | ? | 1.4 | 3.1 | 1.0 | 0.2 | -0.1 | -9.1 | -7.6 | -1.3 | -3.2
C=CCN(C(=O)CNC(=O)c1ccco1)C(C(=O)NC1CCCCC1)c1ccc(F)cc1 (centres undefined) | 95.0 | 3.0 | 10.4 | 0.3 | -1.1 | 0.2 | -3.4 | -3.1 | -1.2 | -0.8
Cc1cc(NC(=O)COC(=O)C2CCC(=O)N2)c([N+](=O)[O-])cc1C (centres undefined) | 99.0 | -1.4 | 11.9 | 0.5 | 1.8 | -0.4 | -3.1 | 3.1 | -5.5 | 5.0
COc1cccc(-n2nnc3c(=O)n(CC(=O)N4CCC(Cc5ccccc5)CC4)cnc32)c1 | 102.0 | -9.3 | -1.4 | -2.6 | -1.9 | 0.2 | -4.9 | 3.4 | 0.8 | -6.0
O=S(=O)(Nc1cccnc1Cl)c1ccc(F)cc1 | 99.0 | 5.2 | 29.7 | 0.2 | -1.3 | -0.1 | -2.6 | 4.8 | 10.6 | 2.1
CC(C(=O)NN)c1ccc([N+](=O)[O-])cc1 (centres undefined) | 94.0 | 8.3 | 18.0 | 0.1 | 0.3 | -0.3 | 1.8 | -2.7 | -3.1 | -1.1
O=C(Oc1c(CN2CCOCC2)cc(Cl)c2cccnc12)c1ccccc1F | 91.0 | 42.7 | -3.0 | 0.9 | -11.8 | -0.1 | -6.2 | -4.8 | -2.5 | -18.9
O=C(O)c1cccnc1NC1CCCC1 | 93.0 | 1.7 | 3.1 | -0.1 | -0.3 | -0.1 | -6.8 | 4.5 | -0.4 | 6.8
COc1ccc(C)cc1S(=O)(=O)N1c2ccccc2CC1C (centres undefined) | 91.0 | -0.9 | -4.1 | -2.7 | -1.0 | -0.1 | -3.4 | -2.6 | -2.8 | -3.0
CC(C)CCN1C(=O)c2ccc(C(=O)Nc3ccccc3C(=O)O)cc2C1=O | 101.0 | -4.8 | 8.1 | 1.0 | 1.2 | 0.0 | -19.3 | -10.2 | 3.9 | 2.4
N#Cc1c(C(F)(F)F)cc(=O)n2c1[nH]c1ccccc12 | 103.0 | -16.2 | -1.6 | -0.7 | -0.3 | -0.2 | 3.5 | 2.9 | 11.7 | 7.9
N#Cc1ccc(-c2nc3c4ccccc4ccn3c2Cc2cccc(Cl)c2)cc1 | 101.0 | -6.1 | . | 1.0 | -1.7 | 3.3 | -5.1 | . | -6.8 | -6.6
COc1ccc(/C=C/C(=O)NCCn2c(C)cc3ccccc32)cc1OC | 98.0 | 33.1 | . | 0.0 | 0.9 | -0.2 | -3.1 | . | -2.3 | -1.2
COc1cccc(N2CCN(c3ccc4nnc(CCC(=O)Nc5ccc(F)cc5)n4n3)CC2)c1 | 93.0 | 8.7 | -3.5 | 0.2 | 0.5 | 0.0 | -7.0 | 7.6 | 10.0 | 1.4
CCS(=O)(=O)n1nc(NCc2cccc(OC)c2)nc1NCc1cccc(OC)c1 | 96.0 | -8.7 | 17.8 | -2.3 | -1.1 | 0.0 | 0.0 | -9.0 | 2.9 | -1.1
CCCCN1CC(O)=C(c2nc3ccccc3[nH]2)C1=N | 100.0 | -8.6 | 0.6 | -2.8 | 3.4 | 0.0 | . | -6.0 | -2.1 | 4.7
O=C(O)C1CCN(C(=O)c2cc(F)cc3c2OCOC3)CC1 | 92.0 | 0.4 | 5.8 | -0.6 | 2.4 | -0.1 | -0.9 | 2.7 | -1.8 | 2.1
O=C(Cn1ncc2c1-c1ccccc1OC2)Nc1ccc(S(=O)(=O)N2CCCCC2)cc1 | 97.0 | -12.5 | . | 0.6 | 0.7 | 1.1 | -5.3 | . | 3.2 | 3.0
CC(Nc1cc(=O)n(C)c(=O)[nH]1)c1ccccc1 (centres undefined) | 101.0 | 0.7 | 0.1 | -3.3 | -0.3 | 0.1 | . | 0.1 | 2.9 | 1.1
Cc1ccc(S(=O)(=O)N2CCOCC2)cc1NC(=O)CSc1nnc(N)s1 | 96.0 | -3.6 | 20.0 | -0.2 | 1.5 | -0.1 | -2.8 | 13.5 | -1.3 | -1.3
COc1ccc(/C=C/C(=O)Oc2ccc(C)c(C)c2)cc1OC | 91.0 | -12.3 | 1.9 | -1.7 | -0.1 | 2.9 | -4.4 | -1.5 | 1.2 | 1.3
O=C(CN(c1ccccc1)S(=O)(=O)c1ccccc1)NCCSc1nc2ccccc2s1 | 93.0 | 6.0 | 4.6 | -2.2 | -4.4 | -0.1 | -5.4 | 6.6 | 48.4 | 1.8
Oc1ccc(-c2cccc(-c3ccc(O)cc3)c2)cc1 | 94.0 | -2.1 | 3.9 | 0.9 | 4.6 | -0.1 | -3.2 | 5.2 | 23.5 | -8.1
COCC1CCN(C(=O)c2cc(COc3ccc(-n4cncn4)cc3)on2)C1 (centres undefined) | 100.0 | 0.8 | -12.9 | 0.0 | -0.4 | 0.1 | -2.9 | 10.1 | -9.9 | 4.0
COc1ccc(Oc2nc(Oc3ccc(OC)cc3)nc(Oc3ccc(OC)cc3)n2)cc1 | 101.0 | -2.4 | 19.2 | -1.5 | -1.0 | 0.1 | -5.2 | 2.9 | -2.6 | 5.3
COc1cc(O)c(C(CCN2CCCC2)c2ccc(N(C)C)cc2)c(OC)c1 (centres undefined) | 101.0 | 4.8 | 2.1 | 0.3 | -1.5 | -0.6 | -4.4 | 1.8 | -3.1 | -1.8
CCNC(=O)C1(C)CCCN(C(=O)c2cccc(C)c2C)C1 (centres undefined) | 92.0 | 2.5 | . | -2.6 | 0.5 | -0.2 | -4.8 | -1.7 | -7.3 | 3.5
COc1ccc(C(=O)NCCOC(C)C)cc1OC1CCN(C(C)=O)CC1 | 105.0 | 0.9 | 1.0 | -0.4 | -0.7 | 0.0 | -1.8 | -0.6 | -2.7 | 0.1
Cc1cccc(C)c1OCC(=O)NC(Cc1c[nH]c2ccccc12)C(=O)O (centres undefined) | 107.0 | -4.7 | 1.9 | 0.0 | 0.1 | -0.2 | -1.3 | 3.5 | 0.3 | 2.1
COc1ccc(F)cc1S(=O)(=O)N1CCCN(S(=O)(=O)c2cc(F)ccc2OC)CC1 | 88.0 | 3.5 | 0.7 | -0.4 | -0.6 | 0.1 | -3.4 | 0.8 | 2.9 | -0.7
Cc1cccc(OCC(=O)Nc2ccc(S(=O)(=O)Nc3onc(C)c3C)cc2)c1C | 96.0 | 2.7 | 9.7 | -0.4 | 1.2 | -0.1 | -1.5 | -13.4 | -1.4 | 2.8

Three compounds picked at random from those above:
SMILES | ABCB6 inh 2 | H9c2 protect | Vif inh | iPSC survival up | Glyco luc inh | aDG glyco act | CaV13 FRET inh | PDI turbidity | Exocytosis inh | m5-HT2A agonist
COCC1CCN(C(=O)c2cc(COc3ccc(-n4cncn4)cc3)on2)C1 (centres undefined) | 100.0 | 0.8 | -12.9 | 0.0 | -0.4 | 0.1 | -2.9 | 10.1 | -9.9 | 4.0
CC(Nc1cc(=O)n(C)c(=O)[nH]1)c1ccccc1 (centres undefined) | 101.0 | 0.7 | 0.1 | -3.3 | -0.3 | 0.1 | . | 0.1 | 2.9 | 1.1
COc1cc(O)c(C(CCN2CCCC2)c2ccc(N(C)C)cc2)c(OC)c1 (centres undefined) | 101.0 | 4.8 | 2.1 | 0.3 | -1.5 | -0.6 | -4.4 | 1.8 | -3.1 | -1.8
